Compound activity from PubChem BioAssay.
mcGAS RapidFire: inhibitors of Mus musculus cyclic GMP-AMP synthase, initial high-throughput assay, cell-free, RapidFire MS | AID 1259397, 2018 | inhibition, % at 12.5 µM | 130,000 compounds, 0.18% hits | recombinant mouse cGAS, cGAMP by RapidFire MS | Q8C6L5;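 active = inhibition of cGAS enzyme activity at or above 60%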;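 also: enzyme stimulated by 45 bp dsDNA with ATP and GTP substrates; cGAMP share of summed cGAMP plus half ATP and half GTP signals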
Target sequence (Q8C6L5 whole entry, looked up): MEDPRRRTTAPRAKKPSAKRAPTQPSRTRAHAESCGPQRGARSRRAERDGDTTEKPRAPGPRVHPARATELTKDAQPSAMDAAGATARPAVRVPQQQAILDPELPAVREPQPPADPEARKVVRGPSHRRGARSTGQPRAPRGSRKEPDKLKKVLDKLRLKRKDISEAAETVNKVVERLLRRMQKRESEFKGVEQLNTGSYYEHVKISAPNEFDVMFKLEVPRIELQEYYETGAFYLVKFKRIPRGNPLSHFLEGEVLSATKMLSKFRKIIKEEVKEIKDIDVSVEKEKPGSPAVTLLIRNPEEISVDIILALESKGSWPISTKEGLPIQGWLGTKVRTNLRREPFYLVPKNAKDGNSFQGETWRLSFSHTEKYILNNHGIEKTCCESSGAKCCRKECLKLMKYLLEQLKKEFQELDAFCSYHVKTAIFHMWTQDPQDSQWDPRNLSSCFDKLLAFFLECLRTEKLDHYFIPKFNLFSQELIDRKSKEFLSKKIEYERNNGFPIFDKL
Active calls of the source: *. A portion of the library (hit frequency here may not be typical).

mcGAS RapidFire | Compound
0.5 | CCN(CC)c1ccc(CN(C)C(=O)c2ccc3c(c2)C(=O)N(C)C3=O)cc1
-6.7 | Cc1cc(C(=O)NC(C)C(=O)N2CCS(=O)(=O)CC2)sc1-c1ccc(F)cc1 (stereo not drawn)
-9.8 | Cc1nc2n(n1)C(=O)C(C(c1ccc(F)cc1)N1CCC(O)CC1)S2 (stereo not drawn)
10.8 | Cc1cc(N=C2CCCC2C(=O)C(=O)O)n(C)n1 (stereo not drawn)
7.1 | O=C(CSc1nnnn1C1CC1)c1cc2cc(Cl)ccc2o1
-16.6 | Cc1nc(C)c(-c2cccc3c2OC(CN)C3)s1 (stereo not drawn)
-2.4 | OCc1c[nH]c(=S)n1C1CCCC1
-4.3 | CCCCN1C(=O)CCc2cc(NC(=O)C(C)(C)C)ccc21
-14.1 | O=C(Nc1ccc2c(c1)OCO2)N1CCC(n2cc(C3CCCC3)nn2)CC1
-3.1 | C=CCn1cnc2c(nnn2CC)c1=O
2.5 | CCOC(=O)CCC(=O)Nc1c(C)nc2ccc(C)cn2c1=O
-7.1 | COc1ccc(-c2nnc3n(C(C)C)c4c(=O)n(C)c(=O)n(C)c4n23)cc1
-6.2 | Cc1cc(NC(=O)C2CCCCC2)n(Cc2ccccc2)n1
-2.6 | Cc1cc(N(C)C)ccc1CN
-3.9 | N#Cc1ccc(S(=O)(=O)N2CCN(C(=O)c3ccc(-c4ccccc4)cc3)CC2)cc1
-11.7 | CCCNC(=O)c1ccc(Oc2ccc(F)cc2)cc1
-16.4 | CCc1cn[nH]c1C1CCN(c2noc(-c3ccccc3)n2)CC1
-5.7 | Cc1csc(=O)n1CC(=O)OC(C)C(=O)Nc1ccnn1C(C)C (stereo not drawn)
2.3 | CCC(COC)NC(=O)Nc1ccc(-c2n[nH]c(C)n2)cc1 (stereo not drawn)
-0.3 | CN(C)CC1(O)CCN(C(=O)c2ccc(-c3ccn[nH]3)cc2)C1 (stereo not drawn)
-6.1 | CC(Cn1cnc2ccccc21)C(=O)NN=Cc1ccc(Br)cc1 (stereo not drawn)
5.0 | O=S(=O)(Nc1ccc2c(c1)OCO2)c1cccs1
8.4 | CCOc1ncccc1CN1CCCC(C(=O)NC2CCCC(C)C2)C1 (stereo not drawn)
-8.7 | CN(Cc1cn(Cc2ccccc2)nc1-c1cc2ccccc2o1)C1CCOCC1
-4.7 | C=CCNC(=O)C1C2c3ccccc3C(c3ccccc32)C1CC (stereo not drawn)
-3.7 | CCc1ccc(CN2CCCC(C(=O)Nc3ccc(-c4cscn4)cc3)C2)o1 (stereo not drawn)
-1.1 | O=C(O)c1cc(-c2ccccc2F)nn1-c1ccccc1
-5.3 | CCOC(=O)C1(CC2CCCCO2)CCN(C(=O)CCC(=O)c2ccc(F)cc2)CC1 (stereo not drawn)
-4.6 | COc1ccc(S(=O)(=O)CC(=O)Nc2nc3ccc4sc(C)nc4c3s2)cc1
-1.5 | COc1ccccc1CN(C)S(=O)(=O)c1ccc(C)cc1C
0.9 | O=C(c1ccc2c3c(cccc13)CC2)C1CCCN(C(=O)CCCn2cncn2)C1 (stereo not drawn)
1.0 | O=C1CN(Cc2csc(-c3cccs3)n2)CCN1
1.4 | S=c1n(-c2ccccc2)cnn1CN1CCN(c2cccc(Cl)c2)CC1
-10.6 | CCc1ccc(C2C(C(=O)OCc3ccccc3)=C(C)NC3=C2C(=O)CCC3)cc1 (stereo not drawn)
-23.5 | Oc1ccccc1-c1cc(C(F)(F)C(F)F)no1
-2.8 | CN(C)CCNS(=O)(=O)c1cc(Cl)cc(Cl)c1
1.0 | COc1ccccc1CN1CC(C(=O)NCCCc2cccnc2)CCC1=O (stereo not drawn)
-7.4 | COCC1CN(c2nc3ccccc3cc2CO)CCO1 (stereo not drawn)
-4.4 | O=C1N=C2OC=C(C(=O)Nc3ccc(-n4cccc4)cc3)N2CCN1
-3.7 | O=C(Cn1ccc(=O)[nH]c1=O)N1CCN(C(=O)C(c2ccccc2)c2ccccc2)CC1

Reprinted from the listing, 15 compounds:
mcGAS RapidFire | Compound
-6.1 | CC(Cn1cnc2ccccc21)C(=O)NN=Cc1ccc(Br)cc1 (stereo not drawn)
5.0 | O=S(=O)(Nc1ccc2c(c1)OCO2)c1cccs1
8.4 | CCOc1ncccc1CN1CCCC(C(=O)NC2CCCC(C)C2)C1 (stereo not drawn)
-8.7 | CN(Cc1cn(Cc2ccccc2)nc1-c1cc2ccccc2o1)C1CCOCC1
-4.7 | C=CCNC(=O)C1C2c3ccccc3C(c3ccccc32)C1CC (stereo not drawn)
-3.7 | CCc1ccc(CN2CCCC(C(=O)Nc3ccc(-c4cscn4)cc3)C2)o1 (stereo not drawn)
-1.1 | O=C(O)c1cc(-c2ccccc2F)nn1-c1ccccc1
-5.3 | CCOC(=O)C1(CC2CCCCO2)CCN(C(=O)CCC(=O)c2ccc(F)cc2)CC1 (stereo not drawn)
-4.6 | COc1ccc(S(=O)(=O)CC(=O)Nc2nc3ccc4sc(C)nc4c3s2)cc1
-1.5 | COc1ccccc1CN(C)S(=O)(=O)c1ccc(C)cc1C
0.9 | O=C(c1ccc2c3c(cccc13)CC2)C1CCCN(C(=O)CCCn2cncn2)C1 (stereo not drawn)
1.0 | O=C1CN(Cc2csc(-c3cccs3)n2)CCN1
1.4 | S=c1n(-c2ccccc2)cnn1CN1CCN(c2cccc(Cl)c2)CC1
-10.6 | CCc1ccc(C2C(C(=O)OCc3ccccc3)=C(C)NC3=C2C(=O)CCC3)cc1 (stereo not drawn)
-23.5 | Oc1ccccc1-c1cc(C(F)(F)C(F)F)no1

Following part:
mcGAS RapidFire | Compound
-1.9 | NC(=O)c1cncc(-c2ccccc2-c2ccccc2)c1
-11.8 | CC(=O)Oc1cccc(/C=C2N=C(/C=C/c3cccc(Cl)c3Cl)OC\2=O)c1
-5.0 | COc1cc(C(=O)Nc2c3c(nn2C(C)(C)C)CS(=O)C3)cc(OC)c1OC (stereo not drawn)
-12.1 | Cc1nc(C)n(CCCNC2CCN(C(=O)c3ccccc3)CC2)n1
-10.8 | CCn1nnc2c(N3CCc4cc(OC)c(OC)cc4C3C)ncnc21 (stereo not drawn)
13.3 | COc1cc(/C=C2/SC(=S)N(CC(=O)O)C2=O)ccc1Oc1ccc([N+](=O)[O-])cc1[N+](=O)[O-]
14.0 | Cc1ccccc1C(CC(=O)N(C)C1CCC(C)CC1)NC(N)=O (stereo not drawn)
-7.0 | CCCOC(=O)c1ccc(NC(=O)c2cc3ccccc3oc2=O)cc1
-9.8 | O=C1CCC(C(=O)N2CCc3ccc(NC(=O)c4ccccc4Cl)cc3C2)=NN1
13.7 | COC(=O)CCC(=O)c1oc2ccc(Br)cc2c1N
-6.5 | O=C(NCc1ccncc1)c1csc(N2CCN(Cc3cccc(C(F)(F)F)c3)C2=O)n1
15.2 | O=S1(=O)CC2N=C(Nc3cccc(Cl)c3)SC2C1 (stereo not drawn)
-13.4 | O=C(Oc1cc(Br)c(O)c([N+](=O)[O-])c1)c1ccccc1
-10.2 | COc1ccc(CNC(=O)CCC2CCCN(C(=O)c3cccnc3OC)C2)c(OC)c1 (stereo not drawn)
-0.9 | Cc1nsc(NC(=O)C2(C)CCCN(C)C2)n1 (stereo not drawn)
-6.0 | COC(=O)C1(F)CCN(C(=O)C2(S(C)(=O)=O)CCCC2)C1 (stereo not drawn)
-8.6 | CCOC(=O)C1(Cc2cccc(OC)c2)CCN(CC#Cc2ccccc2)CC1
-10.0 | CC(C)OCC(=O)N(C)CC1(C)CCN(C)C1 (stereo not drawn)
-4.1 | COC(=O)C(CC(C)C)NC(=O)C1CCN(S(=O)(=O)c2ccc(F)cc2)CC1 (stereo not drawn)
5.4 | CCOc1cc(C2NC(=O)c3cccnc3N2)ccc1OC (stereo not drawn)
-14.5 | O=C(CN1CCCC1C(=O)OCc1ccccc1)Nc1nncs1 (stereo not drawn)
-6.3 | CC(C)(C)Nc1nnc(SCC(=O)Nc2ccccc2F)s1
-29.6 | Cc1ccc(S(=O)(=O)n2ccc(C(=O)N3CCOCC3C)c2)cc1 (stereo not drawn)
-9.4 | O=S(=O)(NCc1ccccc1)Nc1cccc(-c2cnco2)c1
-2.7 | Cc1cccc(-c2ccc(NC(=O)C3CCN(Cc4cnc(N(C)C)s4)CC3)cc2)c1
-4.5 | C=CCn1cc(Cc2cn(CC=C)nc2C)c(C)n1
-14.3 | CC1=NN(CC(=O)N(C)C(C)Cc2ncccc2C)CC1 (stereo not drawn)
-2.1 | CC1Cc2cc(-c3cc(C(=O)O)no3)ccc2O1 (stereo not drawn)
-13.3 | CCn1c(=O)n(CC(=O)N(CCO)Cc2cc(Br)ccc2F)c2ccccc21
41.2 | CN(C)NC(=S)NC(=O)C12CC3CC(CC(C3)C1)C2
-5.8 | Fc1ccc(CN2COc3cc4c(cc3C2)OCO4)cc1
-10.1 | CN(C)c1nccnc1Oc1ccccc1CN1CCOCC1
11.5 | O=C(NCCNc1cccc2ccccc12)c1ccc(CSc2ccc3ccccc3n2)cc1
0.5 | c1ccc2c(c1)OCC(CNc1ncnc3sc4c(c13)CCCC4)O2 (stereo not drawn)
-9.3 | CCCc1ccc(CN2CCN(Cc3cccc(F)c3)CC2)o1
-9.7 | O=C(NC1CC(=O)N(CCc2ccc(F)cc2)C1)c1n[nH]c2c1CCC2 (stereo not drawn)
-0.6 | O=C(Cn1c(=O)ccn(Cc2ccccc2)c1=O)Nc1ccccc1F
-1.0 | CCOc1cc(CNc2ncnc3c2cnn3C)ccc1OC(F)F
-1.0 | O=C(CCc1ccccc1)NNC(=O)c1csc(N2CCOCC2)n1
-7.0 | CC(=O)N1CCCN(C(C)C(=O)Nc2ccc(OC(F)(F)F)cc2)CC1 (stereo not drawn)
-9.4 | Cc1c(CC(=O)NC2CCSC2)c2c(n1Cc1ccccc1)CCCC2=O (stereo not drawn)
-4.4 | Cc1cccc(NCC2CCCN2C(=O)Cn2cncn2)n1 (stereo not drawn)
1.9 | COC(=O)[C@H]1[C@H]2C[C@@H]3c4[nH]c5cc(OC)ccc5c4CCN3C[C@H]2C[C@@H](OC(=O)/C=C/c2cc(OC)c(OC)c(OC)c2)[C@@H]1OC
-10.6 | CCCc1cc(C(=O)N2CCN(C)C3(CCN(C)CC3)C2)cs1
-1.4 | CCC(C)C1NC2(CCN(S(=O)(=O)C(C)C)CC2)N(C(C)c2ccccc2)C1=O (stereo not drawn)
7.5 | COC(=O)CCCC[C@H]1SC[C@H]2NC(=O)N[C@]21O
0.7 | O=C(NCCN1CCCC1)C1=Cc2sc3c(c2CS1)CCCC3
-8.5 | O=C(CCc1nccs1)NCc1ccc(Br)cc1F
-8.1 | Cc1ccc(NC(=O)C(C)C)c(C(=O)N(C)Cc2cnc3ccccn23)c1
11.3 | COc1ccc(S(=O)(=O)N2CCN(c3cccc(C)c3C)CC2)cc1C
4.2 | c1cncc(-c2nc(Sc3nnnn3C3CC3)c3ccccc3n2)c1
-4.8 | O=C(O)c1cnn(-c2cccc(F)c2)c1-c1ccccc1
1.4 | O=C(/C(Br)=C/NCC1CCCO1)C(F)(F)F (stereo not drawn)
-14.8 | CCOC(=O)c1c(N)sc(C(=O)N(C)Cc2ccccc2)c1C
-12.9 | COc1ccc(C2NCCc3c2[nH]c2ccccc32)cc1CSc1nc2ccccc2[nH]1 (stereo not drawn)
28.5 | Cn1c(-c2ccc(C(=O)c3ccccc3)o2)nc2ccccc21
-6.9 | CCOc1ccc(OCCCOc2ccc(CC)cc2)cc1
-33.6 | CCCN(Cc1cccnc1)Cc1c(C)nn(C)c1Cl
5.6 | C=CCn1c(SCc2nc(N)nc(N(C)C)n2)nnc1-c1cccnc1
-1.5 | CN1CC2(CCN(C(=O)c3coc4c3C(=O)CCC4)C2)OC1=O (stereo not drawn)

Further records
mcGAS RapidFire | Compound
4.0 | COc1ccc(CNC(=O)c2ccc(-n3nc(-c4cccc(C(F)(F)F)c4)cc3N)cc2)c(OC)c1
-36.5 | Cc1ccc(Oc2ncccc2CNC(=O)c2ccc3occc3c2)cn1
-15.0 | CN(C)CC1(O)CCN(C(=O)c2cnn3ccccc23)C1 (stereo not drawn)
-4.1 | CNC(=O)c1sc(N2N=C(c3ccc(OC)cc3)CC2c2ccco2)nc1C (stereo not drawn)
-21.0 | CCn1nnnc1SCC(=O)Nc1cc(F)ccc1F
-6.3 | O=C(NC1CCOC1)c1ccc2oc(-c3ccc(C(F)(F)F)cc3)nc2c1 (stereo not drawn)
-9.1 | CCN1Cc2ccccc2CC1C(=O)NCc1nncn1C1CCCCC1 (stereo not drawn)
1.6 | CCN(Cc1ccc(OC)c(F)c1)C(=O)c1cc2ccc(C)cc2[nH]1
-12.6 | Cc1nc2ncccn2c1C(=O)N(CC#Cc1ccccc1)C1CCCC1
-11.3 | Cc1nc(N2CCCC(NC3CCOC3)CC2)nc2cc(S(C)(=O)=O)ccc12 (stereo not drawn)
2.1 | N#CNC1=NC(c2ccccc2)C2=C(N1)C(=Cc1ccccc1)CCC2 (stereo not drawn)
2.2 | O=C(c1cc(F)ccc1C(F)(F)F)N1CCCc2c1[nH]c1ccccc21
-9.0 | Cc1ccccc1CN1CCN(c2ncc(C(=O)NCC3CC3)s2)C1=O
-0.9 | NC(=O)CN1CCCC(C(=O)NCCCc2ccccc2O)C1 (stereo not drawn)
-17.1 | O=C(CCN1CCCC1)N1CCCC(N2CCN(c3ccccc3)CC2)C1 (stereo not drawn)
-22.5 | O=C(CCN1CCCCC1)Nc1cccc(NC(=O)c2ccc[nH]2)c1
-43.9 | O=C(/C=C/c1ccco1)Nc1ncn(Cc2cccnc2)n1
-9.2 | CC1CCCN(S(=O)(=O)c2ccc(C(=O)N3CCN(c4ccc(F)cc4)CC3)cc2)C1 (stereo not drawn)
-0.2 | COc1cc(/C=N\NC(=O)CSc2nc3ccccc3s2)ccc1O
-24.4 | CCC(=O)Nc1cccc(OCC(=O)N(C)C(C)c2nccs2)c1 (stereo not drawn)

Two consecutive records already listed:
mcGAS RapidFire | Compound
-36.5 | Cc1ccc(Oc2ncccc2CNC(=O)c2ccc3occc3c2)cn1
-15.0 | CN(C)CC1(O)CCN(C(=O)c2cnn3ccccc23)C1 (stereo not drawn)

(listing goes on)
mcGAS RapidFire | Compound
4.3 | NC(=O)c1cncc(-c2ccc3c(c2)OCCO3)c1
-14.6 | CSCc1ccc(C(=O)Nc2cc(C)cc(C)c2)cc1
-5.3 | O[C@@H]1CN(Cc2cnn(-c3ccccc3)c2)CC[C@H]1c1ccc(F)cc1
-2.1 | O=C(O)c1ccccc1CN(Cc1ccccn1)CC1CCCO1 (stereo not drawn)
